S-ASM inh = human S-ASM enzyme inhibition; P17405; placental ASM, HMU-PC fluorogenic substrate, 60 min; Potency, µM (titrated, usually from 57.5 µM), inactives show top-dose activity change, negative = inhibition, most hits filed as inhibitors; actives 0.006% (n = 340,000); also: potency is read from the fitted curve at half-maximal effect
Target sequence (P17405 47-631 limits assumed): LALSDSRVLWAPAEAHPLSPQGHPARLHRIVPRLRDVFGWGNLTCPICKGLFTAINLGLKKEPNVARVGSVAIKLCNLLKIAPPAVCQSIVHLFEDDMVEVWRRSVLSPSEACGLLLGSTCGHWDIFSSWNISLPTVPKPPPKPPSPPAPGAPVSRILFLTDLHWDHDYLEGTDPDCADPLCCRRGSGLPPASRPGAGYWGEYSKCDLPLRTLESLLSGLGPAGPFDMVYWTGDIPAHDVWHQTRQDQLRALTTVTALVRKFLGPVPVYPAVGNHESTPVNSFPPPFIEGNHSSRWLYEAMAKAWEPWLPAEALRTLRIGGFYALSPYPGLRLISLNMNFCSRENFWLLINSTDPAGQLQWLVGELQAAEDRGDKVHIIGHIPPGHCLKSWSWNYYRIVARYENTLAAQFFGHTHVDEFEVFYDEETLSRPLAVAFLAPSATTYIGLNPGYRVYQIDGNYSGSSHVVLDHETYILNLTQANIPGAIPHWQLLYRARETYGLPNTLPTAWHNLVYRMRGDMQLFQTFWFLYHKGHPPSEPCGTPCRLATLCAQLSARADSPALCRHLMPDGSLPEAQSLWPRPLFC
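Human placenta-derived ASM preincubated with compound 10 min at room temperature, then reacted with 9 uM (final) fluorogenic HMU-PC substrate for 60 min at 37 C. Stop solution raises pH to 10; fluorescence read at Ex 386/Em 447 nm.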
TRPV1 agonist = human TRPV1 agonism | Q8NER1 | TRPV1-expressing cells, Fluo-8 calcium influx, agonist mode | activation, % at 8.33 µM | actives 0.19% (n = 320,000) | AID 540275; in the data active = activation above about 80%; inconclusive = between about 30% and that limit; also: 0% is about no effect
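TRPV1-expressing cells were cultured overnight at 35.5C and loaded with Fluo-8 calcium dye for 40 to 90 min at room temperature. After a 10 s baseline, compound was added and calcium influx was read kinetically for 3 min (ex 480/em 520 nm).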
ELG1 genotoxic = genotoxicity induction in ELG1-luciferase HEK293T cells. actives 1.3% (n = 330,000). AID 504466. HEK293T ELG1-luciferase reporter, luminescence, 16 h. Potency, µM (top dose mostly 46 µM), for the others: at the top dose activity change, positive = activation, usual class: activators; also: potency is read from the fitted curve at half-maximal effect; % of control where 0% means no effect; nearly all actives have a fitted effect of over 60% in size
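After overnight (16 hr) compound treatment at 37 °C, ELG1-luciferase HEK293T cells were lysed with ONE-Glo; luminescence quantified 30 min later at room temperature.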
TSG101-PTAP inh = blocks PTAP/TSG101 interaction to inhibit HIV-1 budding; Q99816; Fluorescence polarization, FITC-PTAP peptide / Tsg101 binding; Potency, µM (top dose mostly 115 µM), for the others: top-dose activity change, negative = inhibition, most hits filed as inhibitors; 340,000 tested, under 10 active; active = well fitted inhibition curve with a large enough effect in the main read-out, with a control signal flat, not every such curve was filed as active; inconclusive = small, poorly fitted or top-dose-only effect, or effect the other way, or a change in a side signal; inactive = no such curve, though single readings can be large or run the other way; also: potency is read from the fitted curve at half-maximal effect; % of control where 0% means no effect
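Compounds were pin-transferred onto Tsg101 binding domain (10 uM final) in HEPES pH 7.5 buffer, then FITC-PTAP peptide was added at 50 nM final. After 20 min at RT, polarization reported peptide displacement across a qHTS concentration series.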
p53 reactivator = restores transcriptional activity of mutant p53; actives 0.063% (n = 320,000); AID 504706; H1299 p53-A138V BP100-luciferase reporter, luminescence, 24 h; Potency, µM (series often up to 92.2 µM), for inactives: at the highest dose activity change, positive = activation, actives largely listed as activators; also: potency is read from the fitted curve at half-maximal effect; % of control where 0% means no effect; nearly all actives have a fitted effect of over 45% in size
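H1299 (p53-null), stable ts p53-A138V + BP100-Luc; 1000 cells/well, Opti-MEM/10% FBS; cpd 4 pt, 1:5; 24 h, 37 deg C, 5% CO2; detection reagent 10 min RT; luminescence.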
uPA generation = cell surface uPA generation inhibition; actives 0.31% (n = 330,000); cell surface uPA generation assay, qHTS; Potency, µM (highest dose often 38.3 µM), for the others: top-dose activity change, negative = inhibition, usual class: inhibitors; AID 540303; active = well fitted inhibition curve with a large enough effect; inconclusive = small, poorly fitted or top-dose-only effect; inactive = no such curve, though single readings can be large or run the other way; tested in mouse RAW 264.7 cells; also: potency is read from the fitted curve at half-maximal effect; % is scaled to controls: 0 for no effect and ±100 for the full control effect; nearly all actives have a fitted effect of over 55% in size
BRCA1 expr up = BRCA1 expression activation | MCF7-BRCA1-FFLuc reporter, luminescence, 48 h; response scale: scaled: vehicle 0%, 10 µM genistein 100% | Potency, µM (highest dose often 46.1 µM), inactives show at the highest dose activation, hits mostly activators | actives 1.1% (n = 380,000) | AID 624202; also: potency is read from the fitted curve at half-maximal effect; nearly all actives have a fitted effect of over 80% in size; some results filed as inactive show a strong effect at the top dose
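MCF7-BRCA1-FFLuc cells, 2000/well in phenol-red-free MEM, attached 2 h then treated 48 h at 37 C. Luciferase luminescence read 15 min after reagent; normalized to genistein maximum activation (10microM) and DMSO, concentration-response fitted.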
Eya2 inh = Eya2 (human) phosphatase inhibition | recombinant Eya2, OMFP fluorescence dephosphorylation (OMFP is methylfluorescein phosphate) | O00167 | Potency, µM (highest dose often 76.9 µM), without a hit: at the highest dose activity, negative = inhibition, usual class: inhibitors | actives 0.006% (n = 330,000); also: potency is read from the fitted curve at half-maximal effect; % is scaled to controls: 0 for no effect and ±100 for the full control effect
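Eya2 (0.2 uM) preincubated 10 min at ambient with compound, then OMFP substrate added at 50 uM; 10 min reaction in 50 mM HEPES pH 7.5, 50 mM NaCl, 5 uM MgCl2, 0.05% BSA, 1 mM DTT. Fluorescence read at Ex 485/Em 525 nm.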
USP2a inh = blocks human ubiquitin-specific protease USP2a. O75604. USP2 core, Ub-CHOP2 coupled fluorogenic reporter, 485/531. Potency, µM (series often up to 38.3 µM), without a hit: top-dose activity change, negative = inhibition, hits mostly inhibitors. actives 0.01% (n = 330,000). AID 463254;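 also: potency is read from the fitted curve at half-maximal effect; plate controls were DMSO wells for no effect and full inhibition by NEM control for full effect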
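USP2 core (10nM final) preincubated 30min RT with compound in 20mM Tris-HCl pH 8.0, 2mM CaCl2, 2mM beta-mercaptoethanol, 0.05% CHAPS; 25nM Ub-CHOP2 plus 25nM reporter substrate added, fluorescence (Ex485/Em531) read after 60min.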
B2AR arrestin = recruits beta-arrestin to the human beta2-adrenergic receptor | P07550 | beta-arrestin recruitment to beta2AR, cell-based reporter | Potency, µM (top dose mostly 46.1 µM), without a hit: top-dose activation, actives largely listed as activators | actives 0.02% (n = 330,000) | AID 492947;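 also: potency is read from the fitted curve at half-maximal effect; 0% = DMSO controls and full agonism = EC100 isoproterenol or metaproterenol; nearly all actives have a fitted effect of over 65% in size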
Target sequence (P07550 whole entry, looked up): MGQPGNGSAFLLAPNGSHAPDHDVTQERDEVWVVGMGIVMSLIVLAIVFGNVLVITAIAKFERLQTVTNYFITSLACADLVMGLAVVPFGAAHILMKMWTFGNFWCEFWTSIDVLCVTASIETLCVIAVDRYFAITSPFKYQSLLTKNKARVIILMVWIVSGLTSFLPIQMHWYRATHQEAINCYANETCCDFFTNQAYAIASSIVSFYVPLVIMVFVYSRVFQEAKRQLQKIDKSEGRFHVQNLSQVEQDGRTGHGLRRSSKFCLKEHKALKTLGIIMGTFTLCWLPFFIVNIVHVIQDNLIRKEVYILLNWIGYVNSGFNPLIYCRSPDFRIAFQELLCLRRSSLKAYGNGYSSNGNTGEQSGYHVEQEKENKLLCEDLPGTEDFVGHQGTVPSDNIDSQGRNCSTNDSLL
Integrin act MD = activates integrin-mediated alleviation for muscular dystrophy; alpha7betagal myoblasts, beta-gal FDG fluorescence, 48 h; Potency, µM (top dose mostly 38.3 µM), for inactives: at the highest dose activation, actives largely listed as activators; actives 0.064% (n = 350,000);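 also: potency is read from the fitted curve at half-maximal effect; 100% = response of the positive control SU9516; nearly all actives have a fitted effect of over 60% in size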
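alpha7betagal+/- myoblasts (passage 13, 250/well) treated 48 h at 37C with compounds at 1:260 dilution of DMSO stock. Lysed, then beta-galactosidase activity read as FDG fluorescence (ex 480/em 540) after 30 min, with pre-read for autofluorescence.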
* marks the source's active call; other numbers are inactive results; ? = inconclusive; / = no result given; [ ] = dose if it differs, or a comment. Unless noted, calls follow the shape of the dose curve; as a rule, active = well fitted curve in the direction sought with a large enough effect; inconclusive = small, poorly fitted or top-dose-only effect, or another doubt; inactive = no such curve, though single readings can be large; an effect the other way counts as inactive or inconclusive.

Every second line gives: Integrin act MD	USP2a inh	ELG1 genotoxic	B2AR arrestin	TSG101-PTAP inh	S-ASM inh	TRPV1 agonist	p53 reactivator	Eya2 inh	BRCA1 expr up	uPA generation
1. Cn1c(Cl)c(/C=N/OC(=O)C2CC2)c2ccccc21
    7%	0%	0%	-0.1%	-4%	-11%	1	-9%	-13%	-32%	3%
2. COc1ccc(NC(=O)COC(=O)c2cc(OC)c(OC)c(OC)c2)c([N+](=O)[O-])c1
    14%	-3%	2%	-0.5%	-7%	-1%	2	0%	-2%	1%	3%
3. Cc1sc2nc[nH]c(=O)c2c1-c1ccc(F)cc1
    0%	-3%	-3%	-0.6%	1%	2%	-3	-45%[inhibitor]	-5%	-3%	-4%
4. Cc1cccc([C@@H]2[C@@H]3C(=O)N(Cc4ccccc4)C(=O)[C@@H]3[C@]3(CC(C)C)C(=O)N(c4cccc(Cl)c4)C(=O)N23)c1
    20%	1%	-2%	0.3%	-10%	1%	0	13%	6%	-24%	-5%
5. O=C(CSc1nnc(-c2cccs2)n1-c1ccccc1)N1CCOCC1
    -3%	0%	-2%	-0.2%	-4%	2%	5	-1%	-14%	-20%	4%
6. Cc1ccc2nc(N3CCN(C(=O)c4ccc(F)cc4)CC3)c(C#N)cc2c1
    0%	-5%	-8%	0.1%	-6%	205%[activator]	10	-11%	2%	3%	10%
7. COc1cc(C(=O)NCC(c2ccco2)N2CCCC2)ccc1OCc1ccc(Cl)cc1Cl (configuration not stated)
    -88%[inhibitor]	/	/	/	-3%	0%	/	/	/	-58%	?
8. CC(Nc1c([N+](=O)[O-])c(=O)oc2ccccc12)c1ccccc1 (configuration not stated)
    18%	6%	8%	-0.2%	-2%	2%	-4	1%	8%	-24%	-4%
9. CCc1nnc(NC(=O)CC23CC4CC(CC(C4)C2)C3)s1
    -6%	1%	4%	0.0%	-1%	0%	13	/	-24%	0%	3%
10. Cc1ccc(C(=O)OCC(=O)N2CCC(Cc3ccccc3)CC2)cc1N
    -52%[inhibitor]	0%	-6%	0.0%	0%	-6%	25	4%	-2%	-78%	2%
11. CC(=O)N1CCN(c2ccc(NCc3ccc(F)cc3)cc2)CC1
    -12%	0%	-7%	0.2%	0%	4%	-3	10%	10%	27%	?
12. N#Cc1ccc(CSc2ccc(S(=O)(=O)N3CCCC3)cn2)cc1
    -22%	0%	-7%	-0.2%	-2%	0%	4	1%	-9%	-22%	4%
13. CCOc1ccc(S(=O)(=O)n2ccnc2C)cc1
    /	1%	0%	-0.6%	/	/	-1	/	4%	/	/
14. CCn1c2ccccc2c2nnc(SCCN3CCOCC3)nc21
    -13%	-1%	4%	-0.4%	-3%	-7%	-5	9%	-2%	0%	7%
15. Cn1c(=O)c2c(ncn2CC(=O)N/N=C/c2c[nH]c3ccccc23)n(C)c1=O
    /	16%	0%	8.5%	/	/	-3	3%	12%	/	/
16. O=C(N/N=C/c1cccc(NC(=O)c2ccc(Cl)cc2)c1)c1cccc(O)c1
    -5%	6%	-3%	0.2%	-2%	-14%	1	17%	3%	-6%	10%
17. CCCCOc1c(Cl)cc(CNC(C)(C)CO)cc1OCC
    -45%	1%	0%	-0.2%	-6%	-2%	2	2%	-26%	-1%	-4%
18. CCC(C)NCCOCCOc1cc(C)c(Cl)c(C)c1 (configuration not stated)
    -77%[inhibitor]	0%	-8%	-0.9%	1%	3%	0	-6%	-5%	-37%	5%
19. CCn1c(SCC(=O)NCc2ccc3c(c2)OCO3)nnc1-c1cccs1
    4%	0%	0%	-0.2%	-2%	9%	-4	-11%	3%	-1%	/
20. COc1ccc(CN2C(=O)CN=C2Nc2cccc(C)c2C)cc1
    -4%	2%	-5%	0.3%	2%	2%	19	-8%	14%	-39%	-2%
21. COc1cc(/C=N/n2c(C)n[nH]c2=S)ccc1OCc1ccccc1
    7%	4%	?	-1.5%	-7%	5%	0	30%	-6%	53%	-2%
22. COc1ccc(C2C3=C(CCCC3=O)NC3=C2C(=O)c2ccccc23)cc1 (configuration not stated)
    6%	0%	2%	-0.6%	0%	-14%	?	-7%	-16%	-10%	-4%
23. COCCNc1ccc(-c2n[nH]c(=O)c3ccccc23)cc1[N+](=O)[O-]
    ?	1%	3%	-1.0%	-2%	-3%	0	-2%	0%	5%	0%
24. Cc1sc2ncnc(SCC(=O)NNC(=O)COc3cccc4ccccc34)c2c1C
    2%[7.66 µM]	0%	4%	0.2%	1%	-3%	-1	2%	4%	-8%	1%
25. Cc1c(Br)cc(C(=O)OC2CCN(C)CC2)c(C)c1C
    0%	2%	2%	0.1%	-13%	3%	3	5%	21%	-3%	0%
26. Cn1c(CC(=O)NN)c(Sc2ccccc2)c2ccccc21
    28%	1%	-2%	-0.2%	1%	-4%	-2	1%	-5%	-11%	11%
27. COc1ccc(CCNC(=O)CCCn2nc(C)c([N+](=O)[O-])c2C)cc1OC
    -24%	0%	0%	-0.1%	-1%	1%	-4	1%	-2%	-15%	2%
28. CCCc1cc(=O)[nH]c(SCC(=O)N2CCc3ccccc32)n1
    4%	5%	0%	-0.1%	-7%	1%	/	-4%	-1%	-12%	9%
29. CCOc1ccc(NC(=O)CCN2C(=O)C3CCCCC3C2=O)cc1OCC (configuration not stated)
    33%	0%	9%	-0.2%	-6%	/	3	5%	-1%	-15%	-9%
30. CC(C)COC(=O)c1ccc2c(c1O)C(=O)c1ccccc1C2=O
    -21%	5%	1.3µM*	4.5%	-7%	-19%	-1	?	-9%	?	-1%
31. C/C(CC(=O)Nc1cc(C)ccn1)=N\NC(=O)c1ccc(C(C)(C)C)cc1
    -12%	1%	0%	0.1%	-1%	-3%	1	7%	10%	16%	5%
32. COc1ccc(Br)cc1/C=N/NC(=O)c1ccc(COc2ccc3c(c2)CCC3)o1
    -8%	3%	17%	-0.7%	-2%	66%[activator]	/	8%	-5%	-1%	5%
33. Brc1ccsc1/C=N/Nc1ccccc1
    -24%	/	/	/	-3%	-4%	/	/	/	-10%	40%[activator]
34. COc1ccc(S(=O)(=O)Nc2c(C)n(C)n(-c3ccccc3)c2=O)c(Cl)c1Cl
    0%	-1%	-2%	-1.1%	-1%	0%	0	4%	1%	-10%	10%
35. CCOC(=O)c1c(-c2ccccc2)oc2ccc(O)c(CN(C)C)c12
    -58%[inhibitor]	-2%	-12%	-0.9%	-11%	-1%	0	2%	-2%	-45%	-9%
36. O=C(NCc1ccccc1CN1CCCC1)c1cc2cc(Cl)ccc2o1
    -54%[inhibitor]	-2%	-3%	0.2%	0%	-2%	5	?	-12%	-32%	-10%
37. Cc1cccc(-c2noc(CCCC(=O)N3CCOCC3)n2)c1
    9%[7.66 µM]	-8%	0%	0.0%	-3%	0%	22	4%	2%	27%	/
38. Cc1ccc(-n2c(SCC(=O)O)nc3c(sc(=S)n3-c3ccc(C)c(C)c3)c2=O)cc1
    -3%	1%	-1%	-0.3%	-11%	9%	0	-4%	8%	-22%	0%

Bioassay records from PubChem BioAssay.
